# TROY signal inh: inhibitors of TROY-driven NF-kB signaling, primary screen, Q293 LMP1-TROYcd cells, NF-kB luciferase, uHTS; Q293 LMP1-TROYcd NF-kB luciferase reporter, 4 h; inhibition, % at 10 µM; hit rate 0.98% among 360,000;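 active = compounds whose plate-normalised and pattern-corrected inhibition of the luciferase reporter signal at the single screening dose is 50% or more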
# SRC1 inh: SRC1 coactivator transcriptional activity inhibitors, primary screen, cell-based, luminescence; Nuclear receptor coactivator 1 (Homo sapiens), Q15788; HEK293 GAL4-SRC1 luciferase reporter; inhibition, % at 3.6 µM; hit rate 0.12% among 360,000;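 active = inhibition above the campaign mean plus 3 SD, with each screening campaign given its own cutoff, cut at about 60% in these data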;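 note: 0% = DMSO treated cells and 100% = gossypol at 36 µM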
# KKLEB cytotox: cytotoxicity in KKLEB CF airway cells, primary screen, cytotoxicity control for CF NF-kB inhibitor project, cell-based, uHTS, fluorescence assay plates; KKLEB CF airway cells viability, ATPlite luminescence, overnight; active compounds read low; cells stimulated with P. aeruginosa culture filtrate; activity change (cytotoxicity), % at 5 µM; hit rate 0.36% among 360,000; AID 602141, 2011;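 active = corrected activity change at or below -50% at 5 µM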
# CF NFkB inh: inhibitors of PAF-induced NF-kB signaling, primary screen, cell-based, GFP fluorescence, uHTS; hit rate 0.86% among 360,000; AID 588850, 2011; KKLEB NF-kB-GFP reporter, GFP fluorescence overnight; inhibition, % at 5 µM;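 active = at least 50% inhibition at 5 µM, scaled per plate between neutral and stimulator controls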;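 note: PAF is a Pseudomonas aeruginosa culture filtrate used as stimulus; plate controls were PAF-stimulated DMSO wells for no effect and unstimulated DMSO wells for full effect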
# Shn3 inh set2: reduction of Shn3 3'UTR firefly luciferase signal, primary screen, Schnurri-3 inhibitor project, cell-based, Clone20 osteoblasts, set 2 | hit rate 0.52% among 360,000 | inhibition, % at 12.5 µM | AID 588674, 2011 | Clone20 osteoblast Shn3 3'UTR firefly luciferase, 24 h;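 active = mean inhibition of at least 75% with every replicate also reaching 75%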;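 note: 0% = median of neutral control wells and 100% = pilot-screen positive control compound; some compounds past the cut are filed as inactive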
# NR5A2 inv ag: LRH-1 (NR5A2) inverse agonists, primary screen, cell-based, luminescence, HEK293T, StAR-luciferase reporter; Nuclear receptor subfamily 5 group A member 2 (Homo sapiens), O00482; inhibition, % at 3.6 µM; AID 602396, 2012; hit rate 0.13% among 360,000; LRH-1 transfected, 24 h;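 active = inhibition above the mean inhibition of all tested compounds plus 3 SD, cut at about 73% in these data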;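 note: 0% = DMSO wells and 100% = reporter-only cells lacking LRH-1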
# Target sequence (O00482 whole entry, looked up): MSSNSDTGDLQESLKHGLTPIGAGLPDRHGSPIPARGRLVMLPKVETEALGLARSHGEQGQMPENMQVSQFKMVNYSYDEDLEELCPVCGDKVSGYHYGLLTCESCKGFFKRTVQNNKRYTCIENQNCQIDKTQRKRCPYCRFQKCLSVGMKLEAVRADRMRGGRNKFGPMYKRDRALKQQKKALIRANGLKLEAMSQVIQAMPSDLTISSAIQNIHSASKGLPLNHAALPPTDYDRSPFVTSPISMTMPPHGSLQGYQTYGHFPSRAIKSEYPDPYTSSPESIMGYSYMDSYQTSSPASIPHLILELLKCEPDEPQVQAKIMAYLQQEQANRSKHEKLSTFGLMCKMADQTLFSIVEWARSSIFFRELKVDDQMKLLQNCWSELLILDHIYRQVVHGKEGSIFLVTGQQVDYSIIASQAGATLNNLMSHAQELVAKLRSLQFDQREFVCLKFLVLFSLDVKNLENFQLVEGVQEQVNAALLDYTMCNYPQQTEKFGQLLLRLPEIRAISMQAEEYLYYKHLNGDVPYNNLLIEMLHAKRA
# C8 TRAIL sens: viability loss with TRAIL in NB7+C8 cells, primary screen, TRAIL sensitizer project, cell-based, ATPlite luminescence; inhibition (viability loss, TRAIL sensitization), % at 10 µM; hit rate 1% among 360,000; AID 624354, 2012;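 active = compounds causing at least 50% loss of cell viability in the single-dose screen, relative to plate controls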
# SRC3 inh: SRC3 coactivator transcriptional activity inhibitors, primary screen, cell-based, luminescence. inhibition, % at 3.6 µM. hit rate 0.17% among 360,000. Nuclear receptor coactivator 3 (Homo sapiens), Q9Y6Q9. HEK293 GAL4-SRC3 luciferase reporter. AID 588352, 2011;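 active = inhibition above a per-campaign cutoff, the mean of all compounds plus 3 SD, cut at about 60% in these data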;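 note: 0% = DMSO-treated cells and 100% = gossypol-treated cells at 36 µM; higher means less SRC3-driven luciferase light from the GAL4 reporter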
# TWEAK Fn14 block: inhibitors of TWEAK-Fn14 signaling, primary screen, luciferase reporter cells, uHTS; TWEAK-stimulated Fn14 reporter cells, luciferase luminescence, 8 h; inhibition, % at 10 µM; hit rate 2% among 360,000; AID 1159606, 2016; in the data active = inhibition above about 50%
# COUP-TFII inh: NR2F2 transcriptional activity inhibitors, primary screen, cell-based, luciferase reporter, HEK293T, luminescence. COUP transcription factor 2 (Homo sapiens), P24468. HEK293T NGFI-A luciferase reporter. inhibition, % at 8.6 µM. hit rate 0.7% among 370,000. AID 686940, 2013;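 active = inhibition above a per-plate cutoff, mean inhibition of test wells between control levels plus 3 SD, cut at about 38% in these data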;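 note: cells cotransfected with COUP-TFII expression vector driving the NGFI-A reporter; 0% = median of COUP-TF2 test wells and 100% = reporter-only cells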
# Target sequence (P24468 whole entry, looked up): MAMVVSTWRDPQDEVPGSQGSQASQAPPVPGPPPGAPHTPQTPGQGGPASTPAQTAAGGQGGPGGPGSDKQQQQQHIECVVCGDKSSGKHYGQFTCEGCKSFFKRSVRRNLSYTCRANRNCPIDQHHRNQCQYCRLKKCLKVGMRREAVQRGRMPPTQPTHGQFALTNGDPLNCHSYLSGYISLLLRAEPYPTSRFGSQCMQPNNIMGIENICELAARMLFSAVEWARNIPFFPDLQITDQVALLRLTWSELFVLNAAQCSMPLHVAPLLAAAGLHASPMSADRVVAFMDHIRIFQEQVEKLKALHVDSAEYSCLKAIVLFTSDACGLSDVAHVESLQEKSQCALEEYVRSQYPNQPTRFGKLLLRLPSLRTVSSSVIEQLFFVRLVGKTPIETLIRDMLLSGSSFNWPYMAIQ
# EBV LMP1 NFkB: EBV LMP1-driven NF-kappaB luciferase reporter inhibitors, primary screen, cell-based, luminescence, single point. LMP1-induced NF-kappaB luciferase reporter cells. inhibition, % at 12.5 µM. hit rate 0.69% among 350,000; in the data active = inhibition above about 41%;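 note: 0% = neutral control wells and 100% = reference inhibitor control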
# * marks the source's active call; other numbers are inactive results; nt = not tested or not shown. This is a subset; the hit share may differ from the screen's.
SMILES,TROY signal inh,SRC1 inh,KKLEB cytotox,CF NFkB inh,Shn3 inh set2,NR5A2 inv ag,C8 TRAIL sens,SRC3 inh,TWEAK Fn14 block,COUP-TFII inh,EBV LMP1 NFkB
O=C(c1ccco1)N1CCN(C(=O)C2CCCN(S(=O)(=O)Cc3ccccc3)C2)CC1 (stereo not given),-8,1,0,7,-7,10,3,-18,-7,6,-2
CC1(C)CC(=O)C(C=NCCc2ccc(O)cc2)=C(O)C1,-4,0,-2,-5,-33,12,-3,-23,6,-1,-21
Cc1cccc(-n2cc(CN3CCN(c4ccccn4)CC3)c(-c3cccc(F)c3)n2)c1,-29,6,-9,-12,-25,7,5,6,0,16,-24
CCC(=O)c1ccc(OCC(O)CN2CCN(S(=O)(=O)c3ccc(NC(C)=O)cc3)CC2)cc1 (stereo not given),18,-16,-4,-8,3,-9,5,10,8,-9,-6
CCN(CC(=O)NCCc1ccc(Cl)cc1)Cc1nc2ccccc2c(=O)[nH]1,3,10,-8,-4,11,-2,-4,21,32,2,0
COc1ccccc1S(=O)(=O)Cc1ccc(C(=O)NC2CC2)o1,-5,3,10,-8,-6,-2,0,18,1,-12,-5
Cn1c(=O)c2c(ncn2CC(=O)OCC(=O)Nc2ccc(Cl)cc2Cl)n(C)c1=O,28,9,7,-8,-20,-21,5,6,7,-19,-13
COc1cccc(NC(=O)CCC2CCN(C(=O)c3ccc(C(C)=O)s3)CC2)c1,-4,12,-1,8,6,-12,-13,-14,-10,-10,-2
O=C(COC(=O)c1ccc(S(=O)(=O)N2CCc3ccccc3C2)cc1)NC(=O)NCc1ccco1,20,-2,-3,4,-13,9,-8,15,13,-4,3
Clc1ccc(CO/N=C/c2cccs2)cc1,-3,1,-13,7,-4,13,-16,5,-4,14,-2
COc1ccccc1NS(=O)(=O)c1ccc(/C=C/C(=O)N2CCN(C(C)=O)CC2)cc1,-16,-13,-18,8,18,19,-3,5,8,24,1
CCOc1cc(C)nc(N2CCC(C(=O)NCC3CCCO3)CC2)n1 (stereo not given),-2,-16,-8,-5,9,-32,-7,7,-22,-13,5
CN(C(=O)c1cc(-c2ccc3c(c2)OCO3)on1)c1ccccc1,-17,-75,-6,-4,-63,-77,6,-71,-14,-27,-49
CCc1nnc(NC(=O)c2cc(S(=O)(=O)N(CC)CC)ccc2Cl)s1,2,-8,-4,4,5,16,-4,-4,-2,9,6
COc1cccc(N2CCN(S(=O)(=O)c3ccc4c(c3)oc(=O)n4C)CC2)c1,4,-8,-6,9,64,4,-6,17,16,-11,-4
C=CCOCCN(C)C1=NS(=O)(=O)c2ccccc21,5,4,2,1,-2,3,-4,-12,-4,8,4
Cc1ccc([C@@H]2[C@@H]3C(=O)N(C)C(=O)[C@@H]3[C@@H]3C(=O)Nc4ccccc4C(=O)N23)cc1,-2,-10,3,6,-6,-2,-10,-12,3,-2,0
CCn1nc(C(=O)N2CCN(Cc3nc4ccccc4s3)CC2)c2ccccc2c1=O,37,-33,-9,12,-51,-8,33,-21,34,1,16
COc1ccc(C(=O)Nc2ccccc2N2CCOCC2)cc1Br,2,-11,4,-4,9,33,39,-5,7,-3,0
CC(C)c1ccc(C(O)c2cnc(C(C)C)n2C)cc1 (stereo not given),-17,-37,-14,18,-13,-44,5,-25,-10,-24,-11
CCCCNC(=O)CSc1nc2cc3c(cc2c(=O)n1CCCC(=O)NCCc1ccc(OC)c(OC)c1)OCO3,17,6,0,3,-3,2,-5,6,-9,2,-13
Cc1ccccc1C(=O)OC1CCCN(C)C1 (stereo not given),0,-4,6,-6,-8,-26,-12,-4,0,-12,-11
CC(=O)c1ncnn1CC(=O)c1ccc(Cl)cc1Cl,-1,-6,3,7,14,6,1,10,3,10,0
CN(C)S(=O)(=O)c1cccc(COC(=O)c2cc([N+](=O)[O-])ccc2N2CCOCC2)c1,-14,-4,6,-5,16,29,8,6,-14,-17,3
Cc1cccc(/C=C/c2ccccc2)n1,-49,-79,8,-17,-136,-65,1,-95,-8,-18,nt
CC1CCCCN1S(=O)(=O)c1ccc(N(C(=O)c2cnccn2)C(C(=O)NC2CCCC2)c2cccs2)cc1 (stereo not given),-12,-19,16,-3,21,6,2,4,-8,-1,10
CC(/C=C/c1ccco1)=N/NC(=O)c1ccccc1Cl,13,-10,1,-14,33,-12,8,-11,8,3,-17
O=C1N=C(N2CCOCC2)S/C1=C\c1cccnc1,-4,-11,-4,10,23,-6,-1,7,33,13,9
CN(C)S(=O)(=O)c1cccc(NC(=O)/C=C/c2ccccc2[N+](=O)[O-])c1,-21,-34,-7,12,-11,-2,5,3,6,1,-9
COC(=O)C1SCC2C(=O)N(Cc3cccc(C)c3)CC(=O)N21 (stereo not given),-27,7,-2,17,-3,6,-1,26,-14,-1,4

# Five compounds from above, showing only COUP-TFII inh and KKLEB cytotox:
Structure	COUP-TFII inh	KKLEB cytotox
CC1CCCCN1S(=O)(=O)c1ccc(N(C(=O)c2cnccn2)C(C(=O)NC2CCCC2)c2cccs2)cc1 (stereo not given)	-1	16
CC(/C=C/c1ccco1)=N/NC(=O)c1ccccc1Cl	3	1
O=C1N=C(N2CCOCC2)S/C1=C\c1cccnc1	13	-4
CN(C)S(=O)(=O)c1cccc(NC(=O)/C=C/c2ccccc2[N+](=O)[O-])c1	1	-7
COC(=O)C1SCC2C(=O)N(Cc3cccc(C)c3)CC(=O)N21 (stereo not given)	-1	-2

# Back to the main list, repeating the four entries before the break.
SMILES,TROY signal inh,SRC1 inh,KKLEB cytotox,CF NFkB inh,Shn3 inh set2,NR5A2 inv ag,C8 TRAIL sens,SRC3 inh,TWEAK Fn14 block,COUP-TFII inh,EBV LMP1 NFkB
CC(/C=C/c1ccco1)=N/NC(=O)c1ccccc1Cl,13,-10,1,-14,33,-12,8,-11,8,3,-17
O=C1N=C(N2CCOCC2)S/C1=C\c1cccnc1,-4,-11,-4,10,23,-6,-1,7,33,13,9
CN(C)S(=O)(=O)c1cccc(NC(=O)/C=C/c2ccccc2[N+](=O)[O-])c1,-21,-34,-7,12,-11,-2,5,3,6,1,-9
COC(=O)C1SCC2C(=O)N(Cc3cccc(C)c3)CC(=O)N21 (stereo not given),-27,7,-2,17,-3,6,-1,26,-14,-1,4
CCOc1ccccc1NC(=O)NNS(=O)(=O)c1ccc([N+](=O)[O-])cc1,-6,-7,6,11,-1,12,0,2,-1,-8,3
CCOc1ccc(OCc2ccc(C(=O)OCc3ccccn3)o2)cc1,-57,-117,10,3,-55,-164,-6,-97,24,-36,-7
CCOC(=O)/C(C(N)=NC)=C(\O)c1ccccc1,1,-5,-1,1,-8,-4,-2,-6,5,-1,9
COc1ccc([C@H]2CC(=O)C=C(c3cccc(OCc4ccccc4)c3)C2)cc1,-10,-4,-10,-6,-1,1,-8,7,5,19,-4
CC(C)C(NC(=O)c1ccccc1)c1nnc(SCC(=O)Nc2nccs2)n1C (stereo not given),6,4,-3,8,7,7,-12,-5,-12,-23,-2
Cc1ccc(S(=O)(=O)Nc2cccnc2)c(C)c1C,7,-2,-3,10,2,7,-8,3,2,0,-6
CCOC(=O)N1CCC(NC(=O)CCCC(=O)O)CC1,-8,-13,6,2,3,2,4,10,0,17,0
Cc1ccc(NC(=O)NCc2ccccn2)cc1Cl,-27,-4,-1,-3,-17,6,1,13,2,-13,-3
COc1ccc([C@H]2N[C@]3(CCCN(CC4CCCCC4)C3=O)[C@H]3C(=O)N(C)C(=O)[C@@H]23)cc1,-7,0,7,-16,16,21,2,-7,15,-6,-11
COc1ccccc1NS(=O)(=O)c1cc(NC(=O)CNC(=O)c2cc(C)cc(C)c2)ccc1C,0,4,0,-2,9,3,-5,1,22,11,12
O=C(O)c1cc2nc(-c3ccccc3)cc(-c3ccccc3)n2n1,4,6,-1,0,-24,14,2,14,19,-10,3
COc1ccc(S(=O)(=O)N2CCC(C)CC2)cc1Br,9,0,-3,-12,7,3,-2,-2,-15,14,2
COc1ccc(-c2nnn(CC(=O)N(CC(=O)NCCC(C)C)c3ccccc3)n2)cc1OC,-14,-4,4,9,0,13,4,1,5,8,-1
COc1ccc(C(c2sc3nc(C)nn3c2O)N2CCC3(CC2)OCCO3)cc1 (stereo not given),3,-3,4,11,6,7,-20,0,-10,16,6
COc1ccc(NC(=O)c2cc3c(COC(C)=O)cnc(C)c3oc2=Nc2cccc(C(=O)O)c2)c(OC)c1,-8,16,-2,32,16,-11,-4,2,-6,nt,6
COC(=O)c1ccc(-n2cncn2)c(F)c1,5,-4,-8,8,-11,-17,2,10,5,-10,4
CCOc1ccc(C(=O)O)cn1,-6,-9,1,4,-12,3,15,-10,-2,1,-11
Cc1ccc(C)c(NC2=NS(=O)(=O)c3ccccc32)c1,3,1,-5,17,-1,-14,16,5,0,7,-16
C=CCNC(=O)c1cc(Cl)ccc1[N+](=O)[O-],2,15,0,2,-33,8,10,18,8,1,8
CCCCOC(=O)Cn1c(=O)oc2ccc(C)cc21,-20,3,13,0,-15,21,4,-9,-3,8,-2
CCc1nc(CNC(=O)C2CCC(=O)N(CCc3ccc(OC)cc3)C2)cs1 (stereo not given),-4,-17,8,4,-3,13,7,5,5,5,-3
O=C(NNC(=O)C1CCN(S(=O)(=O)c2ccc(Cl)cc2)CC1)c1ccc(Cl)cc1,-1,-31,1,-5,26,1,3,9,-6,5,2
Cc1c(C(=O)O)sc2ncnc(N3CCCCC3C)c12 (stereo not given),-5,-17,4,-5,-1,-4,-14,0,14,14,2
CC(C)(C)Nc1nc(N)nc(Cl)n1,0,-8,-8,11,-10,-30,-8,1,-13,1,12
Cc1csc(-c2cc(C(=O)NCc3cc(C(F)(F)F)cc(C(F)(F)F)c3)n[nH]2)c1,52*,43,-5,0,-3,-8,6,28,-80,6,nt

# Source: PubChem
